CRE-bla Fsk: Cell signaling CRE-BLA (Fsk stim) | CHO CRE-bla reporter (cAMP response element driving beta-lactamase), forskolin EC10, beta-lactamase ratio | Potency, µM (highest dose often 38.2 µM), inactives show at the top dose activity change, negative = inhibition, hits mostly activators | actives 2.5% (n = 71,000); active = well fitted activation curve with a large enough effect in the signal ratio, with a control signal flat, not every such curve was filed as active; inconclusive = small, poorly fitted or top-dose-only effect, or effect the other way, or a change in a side signal; the % refers to the signal ratio; note: potency is the fitted concentration of half-maximal effect; % of control where 0% means no effect
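qHTS titration format; CRE-bla CHO reporter; stimulus EC10 NKH 477, a water-soluble forskolin. Read: CCF4 460/530 nm ratio. Potency expressed as AC50 for activators or inhibitors.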
Tau fil binding: qHTS Assay for Tau Filament Binding; Microtubule-associated protein tau (Homo sapiens), P10636; actives 2% (n = 71,000); AID 596, 2007; Potency, µM (doses to about 57.1 µM), inactives show at the highest dose activity change, negative = inhibition; recombinant tau filaments, thioflavin S fluorescence, 15 h; filaments grown with octadecylsulfate alongside compound;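 note: potency is the fitted concentration of half-maximal effect; % is set by controls: 0 for no effect and ±100 for the full control effect; actives lower thioflavin S fluorescence by blocking filaments or displacing dye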
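His-tagged recombinant human tau (exons 2, 3, 10; 1 uM final) fibrillized with 30 uM sodium octadecylsulfate, 15 h at 37 C, in pH 7.4 HEPES buffer with 10 uM thioflavine S and 5 mM DTT. Reduced ThS fluorescence (450/510 nm) marks activity.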
Caspase-7 inhib: qHTS Assay for Allosteric/Competitive Inhibitors of Caspase-7 | P55210 | recombinant caspase-7, Ac-DEVD-AFC fluorescence rate | Potency, µM (highest dose often 57.5 µM), without a hit: at the highest dose activity change, negative = inhibition, usual class: inhibitors | actives 0.02% (n = 75,000) | AID 889, 2007; active = well fitted inhibition curve with a large enough effect in the main read-out, with a control signal flat, not every such curve was filed as active; inconclusive = small, poorly fitted or top-dose-only effect, or a change in a side signal; note: potency is the fitted concentration of half-maximal effect; % of control where 0% means no effect
Casp1 inh: qHTS Assay for Allosteric/Competitive Inhibitors of Caspase-1; Caspase-1 enzyme, Ac-WEHD-AFC fluorogenic rate; actives 0.03% (n = 75,000); AID 900, 2007; Potency, µM (titrated, usually from 57.5 µM), inactives show at the highest dose activity change, negative = inhibition, hits mostly inhibitors; P29466;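 note: potency is the fitted concentration of half-maximal effect; plate controls were vehicle for no effect and no substrate for full effect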
USP2a inhib: qHTS Assay for Inhibitors of Ubiquitin-specific Protease USP2a. Ubiquitin carboxyl-terminal hydrolase 2 (Homo sapiens), O75604. USP2a enzymatic assay, qHTS inhibition. Potency, µM (top dose mostly 38.3 µM), for inactives: at the top dose activity change, negative = inhibition, hits mostly inhibitors. actives 0.1% (n = 60,000). AID 927, 2007;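 note: potency is the fitted concentration of half-maximal effect; nearly all actives have a fitted effect of over 60% in size; plate controls were DMSO for no effect and NEM full inhibition control for full effect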
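20 nM USP2 core + cpd, 30 min RT; add 20 nM Ub-PLA2/20 uM NBD C6-HPC; read Ex460/Em535 at 0 h and 2.5 h. Normalized to NEM; qHTS curve fit/classification.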
ERK AVP block: qHTS Assay for Inhibitors of the ERK Signaling Pathway using a Homogeneous Screening Assay. HEK293-V1b, vasopressin-stimulated pERK AlphaScreen. Potency, µM (highest dose often 57.5 µM), without a hit: at the top dose activity, negative = inhibition, actives largely listed as inhibitors. actives 0.99% (n = 72,000). AID 995, 2007; note: potency is the fitted concentration of half-maximal effect; % is set by controls: 0 for no effect and ±100 for the full control effect; nearly all actives have a fitted effect of over 55% in size
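HEK293 cells stably expressing V1b receptor, seeded overnight in 1% FBS, were treated with compounds for 30 min at 37C, then stimulated 5 min with 25 nM vasopressin; phospho-ERK read by AlphaScreen SureFire after lysis.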
BRCT PPI red: qHTS Assay for Inhibitors of BRCT-Phosphoprotein Interaction (Red Fluorophore); Breast cancer type 1 susceptibility protein (Homo sapiens), P38398; BRCT-phosphopeptide binding, red fluorescence polarization; Potency, µM (top dose mostly 76.9 µM), for inactives: top-dose activity change, negative = inhibition, usual class: inhibitors; actives 0.03% (n = 75,000); AID 892, 2007; note: % is set by controls: 0 for no effect and ±100 for the full control effect
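Rhodamine-labelled pBACH1 10-mer (100 nM) bound to BRCT domain (100 nM) at pH 7.3; compounds incubated 12 min room temperature, polarization read. Free peptide defines full inhibition; unlabelled decapeptide titrated as control.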
BRCT inh green: qHTS Assay for Inhibitors of BRCT-Phosphoprotein Interaction (Green Fluorophore). Potency, µM (highest dose often 76.9 µM), without a hit: top-dose activity change, negative = inhibition, usual class: inhibitors. BRCA1 BRCT-phosphopeptide binding, green fluorescence polarization. AID 875, 2007. Breast cancer type 1 susceptibility protein (Homo sapiens), P38398. actives 0.05% (n = 75,000);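 note: potency is the fitted concentration of half-maximal effect; plate controls were peptide without protein for full effect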
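Fluorescence polarization: His-tagged BRCT (~35 kDa BRCA1 C-terminus, 250 nM) bound to 100 nM fluorescein-labeled phosphorylated 10-aa BACH1 peptide, pH 7.3 phosphate buffer with DTT and Tween 20. Compounds incubated 12 min at room temperature; inhibition read as lowered polarization.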
Luciferase inh: qHTS Assay for Inhibitors of Firefly Luciferase; Luciferin 4-monooxygenase (Photinus pyralis), P08659; purified firefly luciferase, luminescence, 8 min; Potency, µM (highest dose often 57.1 µM), without a hit: top-dose activity change, negative = inhibition, usual class: inhibitors; actives 2.2% (n = 72,000); AID 411, 2009; note: potency is the fitted concentration of half-maximal effect; % is set by controls: 0 for no effect and ±100 for the full control effect; nearly all actives have a fitted effect of over 40% in size
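Substrate buffer containing 10 uM ATP (pH 7.2 imidazole, Mg2+, KCl, detergent, BSA) is dispensed, compound pinned in, then luciferase/luciferin detector mix added. After 8 min at ambient temperature, light output is measured.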
HEK293 cAMP cs: qHTS Assay for Agonists of the Thyroid Stimulating Hormone Receptor: Activators of Intracellular cAMP Concentrations in Parental HEK 293; parental HEK293 CNG cAMP sensor, membrane potential fluorescence; Potency, µM (doses to about 57.1 µM), inactives show at the top dose activation, usual class: activators; actives 2.5% (n = 73,000); note: potency is the fitted concentration of half-maximal effect; % of control where 0% means no effect; nearly all actives have a fitted effect of over 55% in size
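Parental HEK 293 cells stably expressing a cAMP-gated CNG channel were loaded with membrane potential dye containing 100 uM RO 20-1724 for 60 min. Compound added for 30 min; depolarization read as fluorescence intensity at 590 nm.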
A350 fluor: qHTS Assay for Spectroscopic Profiling in A350 Spectral Region | Compound autofluorescence, 340/450 nm, Alexa 350 dye-equivalents; hits give high values | actives 11% (n = 59,000) | max dye-equivalent concentration, M; in the data active = max dye-equivalent concentration above about 10 nM; inconclusive = mostly about 1.1 nM to 9.6 nM
Numbers without * were called inactive; i = inactive; ? = inconclusive; . = not tested or not shown; & = joins results of further samples; [ ] = remark or other dose. Unless noted, calls come from the whole dose curve; as a rule, active = well fitted curve in the direction sought with a large enough effect; inconclusive = small, poorly fitted or top-dose-only effect, or another doubt; inactive = no such curve, though single readings can be large; an effect the other way counts as inactive or inconclusive.

The line under a structure holds: CRE-bla Fsk	Tau fil binding	Caspase-7 inhib	Casp1 inh	USP2a inhib	ERK AVP block	BRCT PPI red	BRCT inh green	Luciferase inh	HEK293 cAMP cs	A350 fluor
Cc1cccc2sc(NC(=O)CCNS(=O)(=O)c3cccs3)nc12
  -13%	5%	3%	-2%	14%	9%	0.1%	2.2%	1%	-9%	i
COc1ccc(Nc2cc(C)nc3ncnn23)c(OC)c1
  14%	7%	-1%	0%	.	-19%	-0.5%	1.1%	0%	-1%	.
Cc1cc(C)cc(NC(=O)Cn2ncn3c(cc4ccccc43)c2=O)c1
  ?	37%	0%	1%	18%	17%	0.4%	-2.3%	0%	?	i
CC(=O)Nc1ccc(NS(=O)(=O)c2cc(C)sc2C)cc1
  -2%	-4%	2%	0%	2%	17%	1.9%	-2.5%	3%	1%	i
CCCCc1c(O)c2ccccc2[nH]c1=O
  -1%	13%	-1%	-3%	-3%	10%	-0.1%	0.1%	0%	0%	i
Cc1ccc(O)c(-c2cc3ccccc3[nH]2)c1
  ?	2.5µM*	-3%	-3%	?	-20%	-1.5%	-0.1%	-26%	-15%[11.4 µM]	.
Cc1cccc(-c2nc3ccccc3c3nncn23)c1
  ?	4%	0%	2%	-5%	?	-1.1%	-1.8%	-2%	10%[11.4 µM]	.
CCOC(=O)CNC(=O)Cn1cnc2sc(C)c(S(=O)(=O)N3CCC(C)CC3)c2c1=O
  -2%	-21%	-1%	-1%	-5%	17%	-1.6%	2.6%	0%	-3%	i
O=C(CSc1nnnn1Cc1ccccc1)N1CCN(c2ccccc2)CC1
  -8%	-3%	-1%	0%	3%	-12%	-1.2%	-2.0%	1%	2%	i
COc1ccc(-c2[nH]ncc2-c2ccc3c(c2)OCCO3)c(O)c1
  ?	-12%	0%	0%	7%	-17%	-1.7%	-2.2%	0%	15%	?
COC(=O)[C@@H]1C[C@@]2(O)[C@H](O)[C@H](O)[C@H](O)C[C@H]2N1CC1CCCCC1
  .	.	-1%	-1%	.	16%	1.6%	-2.7%	.	.	.
O=c1[nH]c2cc(C(F)(F)F)ccc2n1-c1cc(C(F)(F)F)ccc1O
  -3%	4%	-2%	1%	-12%	6%	-1.2%	-2.4%	-16%	-8%	i
COc1ccccc1N(CC(=O)NCc1ccccn1)S(C)(=O)=O
  -6%	3%	-1%	0%	-4%	6%	1.8%	-2.6%	1%	6%	.
COc1ccc(CCNC(=O)Cc2nn(C)c(=O)c3ccccc23)cc1OC
  5%	-6%	-1%	-1%	-3%	-8%	0.0%	-2.9%	4%	4%	i
CCCOc1ccc2oc(=O)c3c(c2c1)CCCN3C(=O)CN(C)Cc1ccccc1
  ?	0%	-3%	-3%	-6%	12%	-0.9%	0.7%	3%	?	3.4e-08M*
Cc1nnc(SCC(=O)NC(C)c2ccccc2)[nH]c1=O (stereo unspecified)
  ?	-14%[11.4 µM]	-2%	0%	0%[7.66 µM]	13%	1.3%	0.1%	2%	10%[11.4 µM]	.
CCC(=O)O[C@@H]1[C@H](C)O[C@H](O[C@H]2[C@@H](N(C)C)[C@H](O)[C@@H](O[C@@H]3[C@@H](CC=O)C[C@@H](C)[C@@H](O)/C=C\C=C/C[C@@H](C)OC(=O)C[C@@H](OC(=O)CC)[C@H]3OC)O[C@H]2C)C[C@]1(C)O
  5%[17.1 µM]	9%[25.6 µM]	-1%[25.7 µM]	0%[25.7 µM]	39%[activator][17.1 µM]	2%[25.7 µM]	-0.5%[34.4 µM]	-1.8%[34.4 µM]	3%[25.5 µM]	5%[25.6 µM]	i
Cn1c(=O)oc2cc(S(=O)(=O)N3CCOCC3)ccc21
  3%	9%	-1%	-1%	0%	-14%	1.1%	-0.3%	4%	-13%	i
C=CCn1c(Sc2nnc(C)s2)nc2c1c(=O)[nH]c(=O)n2C
  18%	12%	-1%	0%	-13%	-11%	0.1%	-1.8%	4%	5%	i
COc1ccccc1N1CCN(C(=O)c2nn(-c3ccccc3OC)c(=O)c3ccccc23)CC1
  -2%	2%	0%	3%	20%	13%	-1.6%	-1.8%	1%	7%	i
CN1C(=O)CC(N2CCC(c3nc4ccccc4s3)CC2)C1=O (stereo unspecified)
  -10%	0%	0%	1%	-1%	-17%	-0.2%	0.9%	-2%	0%	i
CCn1c(SCc2nc3ccccc3s2)nnc1-c1cccs1
  ?	-7%	-4%	0%	34%[activator]	-23%	1.2%	0.6%	-19%	24%	i
O=C(O)C1CC(c2ccccc2F)=NO1 (stereo unspecified)
  ?	6%	0%	1%	-6%	14%	1.3%	2.6%	3%	28%	i
COc1ccccc1-c1nnc2n1N=C(C(C)(C)C)CS2
  ?	5%	-1%	0%	0%	-4%	-0.5%	-1.2%	2%	11%	?
c1ccc2c(c1)OCC(CNc1ncnc3nc[nH]c13)O2 (stereo unspecified)
  ?	-4%	0%	3%	.	.	-1.4%	-1.6%	2%	15%	.
CC(=Nc1ccc(O)cc1)c1sc2ccccc2c1O
  -26%	-4%	-15%	?	13%	?	0.6%	55%[activator]	7.9µM*	?	i
Cc1ccccc1-c1cncnc1NC1CCNCC1
  -12%	17%	1%	2%	-14%	14%	0.1%	-1.9%	0%[2.29 µM]	11%	i
COC(=O)[C@H](CCSC)NC(=O)Nc1ccc(C(C)C)cc1
  -2%	5%	1%	-3%	8%	10%	-1.0%	-0.3%	4%	5%	?
CCOc1ccc(NC(=O)CSc2nc3cccnc3n2CCOC)cc1
  2%	-1%	1%	-1%	4%	-2%	0.5%	-0.5%	3%	7%	i
Cn1c(SCC(=O)NCc2ccc3c(c2)OCO3)nnc1-c1cccs1
  ?	-9%	-1%	1%	0%	-23%	2.6%	2.5%	0%	1%	?
COC(=O)c1ccc(Cl)c(NC(=O)CN2CCOCC2)c1
  4%	1%	0%	1%	-3%	5%	-0.5%	0.0%	-2%	7%	i
O=C(CSc1nnc(CNC(=O)c2cccs2)o1)c1ccc(Cl)cc1
  -6%	3%	-2%	-1%	5%	?	-0.4%	0.3%	0%	8%	i
CN1CC(=O)NC1=NC(=O)C12CC3CC(CC(C3)C1)C2
  ?	-6%	0%	0%	-1%	-9%	-0.5%	-2.2%	-8%	-5%	?
C[C@@H](CNC1CCCCC1)OC(=O)c1ccccc1
  -8%[17.1 µM]	-16%[25.6 µM]	1%[25.7 µM]	-1%[25.7 µM]	-3%[17.1 µM]	-19%[25.7 µM]	-2.6%[34.4 µM]	-5.2%[34.4 µM]	-4%[25.5 µM]	12%[25.6 µM]	i
Cc1ccc(S(=O)(=O)N2CCC(C(=O)Nc3nnc(COc4ccccc4)s3)CC2)cc1
  -12%	61%	-1%	-5%	37%[activator]	7%	0.6%	3.6%	2%	-6%	i
CCOC(=O)c1sc(NC(=O)C2CCCO2)c(C(=O)OC)c1C (stereo unspecified)
  8%	?	-1%	-4%	10%	-25%	0.1%	-1.4%	2%	1%	i
CCCCCOC(=O)CSc1nc2c(c(=O)[nH]c(=O)n2C)n1Cc1ccc(Cl)cc1
  18%	99%	3%	-1%	.	.	-0.9%	-1.8%	2%	5%	.
CN(C)c1ccc(C(=O)Nc2nc3c(s2)CCCC3)cc1
  -7%	58%	-5%	-8%	.	.	1.1%	1.7%	5µM*	1%	.
O=C(CC1SC(=Nc2ccccc2)N(CCCCO)C1=O)NCc1ccccc1 (stereo unspecified)
  -32%[7.6 µM]	4%[11.4 µM]	0%	0%	14%[7.66 µM]	-20%	-0.6%	2.2%	-4%	7%[11.4 µM]	.
Cc1nnc2n1N=CC=C(c1ccccc1)S2
  -7%	-1%	1%	0%	-8%	-12%	1.1%	-4.0%	0%	9%	i
CC[C@H](NC(=O)c1c(C)c(-c2ccccc2)nc2ccccc12)c1ccccc1
  ?	-15%&2%	-2%	3%	23%	36%[activator]	-2.9%	-1.9%	2%&-3%	16µM*	i
O=C(O)CCSCC(=O)Nc1c(C(=O)C2CC2)oc2ccccc12
  ?	9%	0%	1%	-2%	?	-1.8%	-0.9%	4%	23%	?
O=C(NC1CCCc2ccccc21)C1CCN(S(=O)(=O)c2cnc[nH]2)CC1 (stereo unspecified)
  ?	-14%	0%	2%	1%	10%	-0.6%	0.5%	-2%	1%	i

Screens deposited in PubChem BioAssay by National Center for Advancing Translational Sciences (NCATS).
